HSF1 inhib: HSF1 inhibition | NIH3T3-HGL HSE-luciferase, MG132-induced, luminescence 8 h; stronger effect = lower value | activity change, negative = inhibition, % at 7.5 µM (by protocol) | hit rate 0.77% among 300,000;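 active = more than half of replicate wells show activity change below -50%, luminescence cut by over half; inconclusive = some wells, but at most half, below -50%; inactive = no replicate well below -50%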;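 note: luciferase reports HSF-1 transcriptional activity via heat shock element; 0% = median of DMSO wells and -100% = zero luminescence signal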
AI-2 QS mod: Vibrio harveyi AI-2 quorum sensing modulation; Vibrio harveyi JMH597 AI-2 luminescence/OD600 ratio, 9 h; stronger effect = lower value; strain lacks LuxN and CqsS sensors; 0 = neutral-control median; activity change, % at 7.5 µM; hit rate 0.4% among 300,000; AID 2094; in the data active = activity change below about -75%, passing the limit was not always enough; inconclusive = no clear call, values can overlap the other calls;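 note: luminescence divided by OD600 gain over 9 h not by final OD600 alone; inactives centre near 13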
GSK3A inh: inhibitors of human GSK-3 alpha kinase; P49840; ADP-Glo luminescence, 60 min; inhibition, % at 10 µM; hit rate 0.1% among 320,000; AID 2650;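 in the data active = inhibition above about 50%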;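 note: GST-tagged GSK-3 alpha with peptide substrate and 25 µM ATP; 0% = DMSO neutral wells and 100% = GW8510 positive control wells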
Target sequence (P49840 whole entry, looked up): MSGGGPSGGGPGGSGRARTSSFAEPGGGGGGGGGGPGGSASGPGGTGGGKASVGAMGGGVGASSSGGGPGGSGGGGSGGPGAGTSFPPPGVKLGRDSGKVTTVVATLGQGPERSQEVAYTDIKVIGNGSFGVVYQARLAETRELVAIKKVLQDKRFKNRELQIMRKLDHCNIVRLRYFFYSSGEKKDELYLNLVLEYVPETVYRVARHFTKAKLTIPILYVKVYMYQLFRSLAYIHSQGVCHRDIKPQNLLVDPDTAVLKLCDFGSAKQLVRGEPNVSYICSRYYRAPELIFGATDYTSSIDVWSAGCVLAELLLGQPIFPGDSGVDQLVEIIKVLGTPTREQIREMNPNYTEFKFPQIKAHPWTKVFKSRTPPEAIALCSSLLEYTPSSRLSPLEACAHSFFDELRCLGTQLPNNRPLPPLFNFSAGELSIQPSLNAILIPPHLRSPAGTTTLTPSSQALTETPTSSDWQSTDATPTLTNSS
KLF5 inh: suppresses KLF5 promoter-driven expression; inhibition, % at 5 µM; DLD-1 KLF5 promoter-luciferase reporter, luminescence; hit rate 0.23% among 290,000;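 active = inhibition above a per-plate limit of that plate's mean compound inhibition plus 3 SD, cut at about 60% in these data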;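 note: 0% = DMSO wells and 100% = LY294002 at 200 µM; higher means less KLF5 promoter-driven luciferase light; inactives centre near -14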
aSyn UTR inh: 5' untranslated region of α-synuclein, MLPCN primary screen; inhibition, % (tested at 7.5 µM); AID 1813; hit rate 0.82% among 300,000; alpha-synuclein 5'UTR reporter, inhibitor activity; in the data active = inhibition above about 60%; inconclusive = no clear call, values can overlap the other calls;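 note: H4 neuroglioblastoma cells stably carrying SNCA 5'UTR luciferase fusion; 0% = DMSO wells and 100% = positive control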
IEC-6 cytotox: IEC-6 cytotoxicity, counter-screen for KLF5 inhibitors; luminescence viability; inhibition, % at 5 µM; hit rate 0.78% among 290,000; in the data active = inhibition above about 22%;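 note: 0% = plate median of test compound wells and 100% = cytotoxic reference compound wells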
HSP90 inh: inhibitors of HSP90 luciferase refolding in rabbit reticulocyte lysate; luciferase refolding luminescence, 3 h; inhibition, % at 5.6 µM; hit rate 0.91% among 290,000; AID 1789;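 active = inhibition above the screen-wide mean plus 3 SD, computed separately per campaign, cut at about 16% in these data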;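 note: 0% = DMSO wells and 100% = 60 µM geldanamycin wells; inhibitors lower the luminescence because luciferase stays unfolded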
GSK3B inh: inhibitors of human GSK3beta kinase | P49841 | GST-GSK3beta kinase, ADP-Glo luminescence, 60 min; stronger effect = lower value | activity score (negative = inhibition), % at 10 µM | hit rate 0.038% among 300,000 | AID 2097;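 active = more than half of replicate wells score below -50%, meaning over 50% inhibition versus plate controls; inconclusive = some replicates but at most half score below -50%; inactive = no replicate scores below -50%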;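 note: 0% = median DMSO wells and -100% = median GW8510 positive control wells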
Target sequence (P49841 whole entry, looked up): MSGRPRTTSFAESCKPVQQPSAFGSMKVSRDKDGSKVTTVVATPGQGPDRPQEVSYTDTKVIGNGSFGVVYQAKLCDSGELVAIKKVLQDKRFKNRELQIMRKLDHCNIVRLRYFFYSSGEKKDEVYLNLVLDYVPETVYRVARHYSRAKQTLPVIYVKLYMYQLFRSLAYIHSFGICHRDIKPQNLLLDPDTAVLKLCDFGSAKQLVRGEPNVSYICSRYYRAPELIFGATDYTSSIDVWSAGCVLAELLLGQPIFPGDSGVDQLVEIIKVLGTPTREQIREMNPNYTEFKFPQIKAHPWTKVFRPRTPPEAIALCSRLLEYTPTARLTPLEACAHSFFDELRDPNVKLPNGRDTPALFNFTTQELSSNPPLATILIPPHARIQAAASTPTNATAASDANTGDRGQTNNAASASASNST
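Assay system: GST-tagged human GSK3beta kinase, cell-free; Input: 1.6 ng GSK3beta; Medium: Tris/MgCl2 kinase buffer; Timing: 60 min enzyme reaction, room temperature; Signal: ADP-Glo luminescence quantifying ADP generated by kinase; Evaluation: score relative to plate controls; Benchmarks: DMSO neutral wells and GW8510 at 20 µM as positive.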
HSF-1 act: increases HSF-1 driven luciferase reporter signal; NIH3T3-HGL HSF-1 luciferase reporter, MG132, 8 h; 100% = twice DMSO control signal; activation, % at 9 µM; hit rate 1.7% among 300,000;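 active = mean replicate activation of at least 50% with a set share of replicates each reaching 50%; inconclusive = only one of those two conditions met; inactive = mean below 50% and too few replicates reaching it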;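 note: 0% = median of the neutral control wells and 100% = twice that signal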
HIF activator: HIF pathway transcriptional activation. hit rate 0.32% among 300,000. activation, % at 7.5 µM (by protocol). U2OS HRE-luciferase reporter, luminescence; normalized: DMSO 0%, desferrioxamine 100%;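 active = mean activation of at least 10% of the iron chelator positive control signal, with at least half of replicates also reaching 10%; inconclusive = mean and replicate majority disagree about reaching 10%; inactive = mean and most replicates under 10%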
Active calls of the source: *; ? = inconclusive; nt = not tested or not shown.

SMILES	HSF1 inhib	AI-2 QS mod	GSK3A inh	KLF5 inh	aSyn UTR inh	IEC-6 cytotox	HSP90 inh	GSK3B inh	HSF-1 act	HIF activator
Cc1cc(OCC(=O)N(Cc2ccco2)C2CCS(=O)(=O)C2)ccc1Cl (centres undefined)	10	14	-5	8	5	-1	0	4	16	0.0
O=C(O)c1ccc(S(=O)(=O)Nc2cccc(CP(=O)(c3ccccc3)c3ccccc3)c2)cc1	-3	23	-2	0	2	4	7	-1	-2	-0.3
COc1cccc(/C=N/NC(=O)c2cc3c(OC)cccc3[nH]2)c1O	-3	0	0	-10	86*	0	-2	6	10	5.5
COc1ccc(NC(=O)COC(=O)c2cc(OC)c(OC)c(OC)c2)c([N+](=O)[O-])c1	-2	9	3	-18	3	1	4	-3	-11	-0.1
Cc1cc(C)c(C(=O)N2CCC(N3CCC(C(=O)NC(C)C)CC3)CC2)o1	3	10	7	-12	3	5	2	2	3	-0.7
O=C(NCCN1CCOCC1)C(=O)c1c[nH]c2ccccc12	0	33	-2	-22	10	-8	0	3	-17	0.9
CCC1=C(OC(=O)N(CC)CC)N2C(=O)OC(=NCC3CC3)[C@]2(C)[C@H]2C1=CC[C@H]1C(=O)N(C)C(=O)[C@H]12	-9	8	0	nt	7	nt	nt	1	1	-0.2
O=C(COC(=O)c1cc(Br)ccc1O)NC1CCCCCC1	1	7	-4	nt	-5	nt	nt	-3	13	-0.7
CC1CCN(S(=O)(=O)c2ccc3c(ccn3CC(=O)O)c2)CC1	-2	21	-1	-13	4	1	-7	-3	-4	0.0
O=C(CNC(=O)c1ccco1)OCc1cccc(Cl)c1	-1	-51	-1	-18	15	2	0	0	3	-1.2
CCOc1ccc(S(=O)(=O)N2CCN(c3ccc(OC)cc3)CC2)c2cccnc12	-4	6	-3	-18	3	3	0	-4	3	0.1
CCN=c1sc2ccccc2n1CC(O)COc1ccccc1 (centres undefined)	10	-13	-4	-3	36	-4	1	1	41	0.2
COc1cccc(NC(=O)COC(=O)c2ccco2)c1	5	16	0	-19	3	1	0	2	0	0.4
COc1ccccc1N1C(=O)S/C(=C\c2cccs2)C1=O	17	11	-1	-7	-24	1	2	0	10	0.1
S=c1[nH]nc(-c2ccccc2)n1/N=C/c1cccs1	2	-1	4	-20	3	2	0	0	30	0.2
O=C(/C=C/c1ccco1)c1ccccc1O	0	2	3	-56	-65	0	-1	-4	-12	0.9
O=C(CN1C(=O)CSc2ncccc21)N1CCOCC1	-5	13	10	-10	8	-11	-5	-2	-8	nt
O=c1c2ccccc2nc(SCc2cccc(F)c2)n1C1CCCC1	0	6	-1	21	53	-5	-1	5	10	-0.4
CC(=O)Nc1cccc(N/C=C(\C=O)c2nc3ccccc3o2)c1	-2	65	8	8	-102	5	0	0	4	0.2
S=C1N(c2ccccc2)C(c2ccc(Cl)cc2)N2CCCN12 (centres undefined)	12	13	-2	6	5	3	2	1	4	1.1
O=C(COc1cc([N+](=O)[O-])cc2cccnc12)NCCC1=CCCCC1	9	50	-1	-18	-26	0	3	3	18	-0.2
CCCCN1CNC(=S)N(c2ccc(C(=O)OCC)cc2)C1	?	9	2	22	14	-3	-2	-1	-60	-0.5
c1ccc(-c2cnn3nnnc3n2)cc1	-13	2	1	-52	5	2	4	0	-11	-1.1
COC(=O)c1sc(NC(=S)NC(=O)c2ccccc2Cl)nc1C	5	22	-1	-148	-146	-11	-1	-1	7	2.3
CCOc1ccc(CCNC(=O)Cc2ccc(NC3=NC4CS(=O)(=O)CC4S3)cc2)cc1 (centres undefined)	0	8	1	8	-4	5	-1	0	-23	-0.3
CCOC(=O)c1cnn(-c2nc(SC)nc3sc4c(c23)CCC4)c1N	-4	31	0	-22	-10	-9	-3	2	15	0.5
CC(=O)c1cc2c(C)c(C(=O)c3ccccc3)oc2cc1O	7	12	-1	-168	37	4	-6	4	30	-1.4
O=C(CSc1nnc(-c2ccc(NS(=O)(=O)c3ccccc3)cc2)o1)NCC1CCCO1 (centres undefined)	0	-5	-2	-9	0	-3	0	1	-2	-0.2
CCN(CC)c1ccc(C(=O)NC(=S)N2CCN(Cc3ccc4c(c3)OCO4)CC2)cc1	2	17	-1	9	-10	-7	0	2	0	-0.2
CCCCC1(C)Cc2ccccc2C(=S)N1 (centres undefined)	-2	-7	-2	-28	-22	-1	-1	-3	-13	-0.1

Printed as active in aSyn UTR inh, of those listed so far:
mol	HSF1 inhib	AI-2 QS mod	GSK3A inh	KLF5 inh	aSyn UTR inh	HSP90 inh	GSK3B inh	HSF-1 act
COc1cccc(/C=N/NC(=O)c2cc3c(OC)cccc3[nH]2)c1O	-3	0	0	-10	86*	-2	6	10

(cont.)
SMILES	HSF1 inhib	AI-2 QS mod	GSK3A inh	KLF5 inh	aSyn UTR inh	IEC-6 cytotox	HSP90 inh	GSK3B inh	HSF-1 act	HIF activator
C#Cc1ccc(CN2CCC(N3CCC(C(=O)NCc4ccccn4)CC3)CC2)cc1	0	1	-1	-23	-14	-3	-5	-2	9	-1.1
O=C1NC(c2ccc(Br)cc2)Nc2ccccc21 (centres undefined)	23	-1	nt	5	-38	33*	-2	2	38	5.4
COc1ccc(CNC(=O)CSc2nnnn2-c2ccc(O)cc2)cc1	-2	19	0	-8	4	-1	0	0	0	-0.6
Cc1ccc(C(=O)NCc2nnc(SCC(=O)Nc3sc4c(c3C#N)CCCC4)n2C)cc1	7	3	-3	10	12	1	0	4	0	0.4
Cc1ccc(S(=O)(=O)N2CCC(C(=O)OC(C)C(=O)NCc3ccccc3)CC2)cc1C (centres undefined)	4	21	0	-15	5	-1	1	2	9	-0.7
COc1cc(CNc2ncn[nH]2)ccc1OCC(=O)NC(C)(C)C	-5	7	-2	-3	11	4	2	4	-1	-0.8
Fc1cccc(CN2CCN(c3ncccn3)CC2)c1	nt	nt	-3	-2	nt	-3	2	nt	nt	nt
NC(=O)COc1cccc(/C=N/NC(=O)c2ccc(-n3cccc3)cc2)c1	-9	7	0	-23	16	-8	1	-1	-9	0.9
C=CCn1c(=O)c2c(nc3n2CCCN3CCc2ccccc2)n(C)c1=O	-4	2	0	-13	19	6	5	0	-16	0.0
CCC(C)(C)n1nnnc1C(c1ccc(OC)cc1)N1CCN(C(=O)c2ccco2)CC1 (centres undefined)	-1	33	-1	-40	-18	-2	-3	3	16	0.6
CC1(C)Cc2cccc(OCC(=O)Nc3ccccc3N3CCOCC3)c2O1	-10	-2	0	-28	28	-2	-2	1	3	-1.0
Cc1ccc(S(=O)(=O)CC(=O)Nc2nccs2)cc1	-6	36	-1	nt	-9	nt	nt	0	-2	1.6
Cc1ccc(S(=O)(=O)Nc2ccc(Br)cc2/C=N/n2cnnc2)cc1	1	17	1	27	22	5	0	0	4	-0.5
COc1ccccc1-c1nnc(SCC(=O)Nc2cc(C)on2)o1	1	30	-2	-11	-19	-1	4	0	-5	0.1
CCCNC(=O)Nc1cc(S(=O)(=O)CC)ccc1O	-6	13	8	-22	-2	5	3	0	-7	0.4
CCCCC(NC(=O)Cc1c(C)c2cc3c4c(oc3cc2oc1=O)CCCC4)C(=O)O (centres undefined)	-7	7	-3	-37	9	-3	-4	1	3	-3.7
Cn1cc(C(c2ccccc2OCC(=O)O)c2cn(C)c3ccccc23)c2ccccc21	-5	-5	-4	-41	11	4	-1	-2	9	2.7
CC(C)OC(=O)C1C(=O)CC(C)(O)C(C(=O)OC(C)C)C1c1ccc([N+](=O)[O-])cc1 (centres undefined)	4	28	0	-8	-36	-5	2	2	-2	-0.5
C=CCSc1nnc(-c2cc3c(C(F)(F)F)nn(C)c3s2)n1C	-2	17	-2	-3	-6	6	4	1	0	-0.1
O=C(/C(=C(\[O-])c1ccccc1)[n+]1ccc2ccccc2c1)c1ccc([N+](=O)[O-])cc1	-64*	33	0	-22	0	7	0	1	-72	-0.2
COc1ccc(N(Cc2ccccc2)N=O)cc1	-11	11	0	-1	0	3	-5	1	-9	-0.1
O=C(COc1ccc(Cl)cc1Cl)NCCCCc1ccccc1	3	-5	0	-14	-10	-4	-3	-3	-12	-0.1
CN(CC(=O)Nc1ccc(F)cc1)C(=O)COC(=O)COc1ccc(C#N)cc1	3	20	4	nt	-6	nt	nt	0	-23	-0.3
Cc1ccccc1NC(=O)CSc1nc(N)c(C#N)c(-c2cccs2)c1C#N	5	26	0	19	8	5	-2	0	16	-0.7
COc1ccc(CNC(=O)C(C)Cc2ccccc2)cc1O (centres undefined)	-5	18	-4	-26	-11	0	-3	0	-3	-7.9
O=c1c2cn[nH]c2nc(SCc2c(F)cccc2F)n1-c1ccc(Cl)cc1	3	19	-1	2	36	2	0	1	6	-0.2
CC(NC(=O)c1nn(C)c(=O)c2ccccc12)c1ccc(F)cc1 (centres undefined)	4	12	-1	-19	2	4	2	4	15	-0.3
COc1ccc(N2C(=O)CS(=O)C(c3ccccc3)C2=O)cc1 (centres undefined)	16	-14	1	-37	-11	0	2	2	37	0.2
Cc1ccc(CNC(=O)C2CCN(S(=O)(=O)c3cccs3)CC2)cc1	3	20	-3	-7	-10	2	4	-1	8	0.0
COC(=O)C1=C(C)N(CCCC(=O)O)C(=O)NC1c1ccc(Br)cc1 (centres undefined)	0	10	-1	-6	12	-1	3	1	6	0.1
Cc1coc2cc3oc(=O)c(CCC(=O)NCCN4CCOCC4)c(C)c3cc12	11	22	1	-14	-12	0	-1	3	7	0.5
O=C(NNC1CC(=O)N(c2ccccc2)C1=O)c1cccnc1 (centres undefined)	-9	8	-4	-16	-16	-1	0	-1	-10	0.1
Oc1c(C2=NCCNC(C(F)(F)F)=C2)ccc2ccccc12	61	16	nt	-257	-193	6	-4	-1	81*	1.6
C=CCN1C=C2C(=O)C(C)(OC(=O)C3CCCC3)C(=O)C(c3ccccc3)=C2C=C1CCCC(=O)OC (centres undefined)	-4	11	1	nt	34	nt	nt	-6	-1	0.3
O=C(OCC(=O)N1CCOCC1)C(c1ccccc1)c1ccccc1	-4	30	nt	13	7	-5	-1	-2	28	0.0
CN=Cc1c(NC)nc2c(C)cccn2c1=O	1	27	nt	-6	-9	-3	1	-4	14	-0.4
N#Cc1ccc(C23CC4(C2)[C@H](CN(CC2CCCCC2)[C@@H]4c2ccccc2)C3c2ccc(Cl)nc2)cc1 (some centres undefined)	-6	53	-2	nt	35	nt	nt	0	-4	-0.4
COCCn1cnc2c1c(=O)n(Cc1ccc(C#N)cc1)c(=O)n2Cc1ccccc1	-3	nt	2	-24	13	-3	-5	nt	9	-0.5
CCCc1[nH]n(-c2ccc([N+](=O)[O-])cc2)c(=O)c1C=NCCc1ccc(OC)c(OC)c1	-2	17	-1	-18	15	-1	2	2	-2	-0.8
O=c1c2c3c(sc2n2cnnc2n1-c1ccccc1)N(Cc1ccccc1)CCC3	-3	13	4	3	-2	-3	1	-4	-10	-0.3

Screens: PubChem BioAssay, several laboratories
